# IMPase cell inh: cell-permeable inhibitors of inositol monophosphatase (IMPase). P97697. CHO-M1 cells, IP1 accumulation, HTRF TR-FRET ratio. inhibition (IP1 accumulation), % at 46.1 µM. 120,000 tested, under 10 active; active = well fitted curve in the direction sought with a large enough effect in the signal ratio, not every such curve was filed as active; inconclusive = small, poorly fitted or top-dose-only effect, or a change in a side signal; inactive = no such curve, though single readings can be large or run the other way; the % refers to the signal ratio;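 also: cells stimulated with carbachol in lithium chloride buffer; plate controls were DMSO basal wells for no effect and reference inhibitor wells for full effect; higher means more IMPase inhibition seen as more IP1 and lower FRET ratio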
# Target sequence (P97697 whole entry, looked up): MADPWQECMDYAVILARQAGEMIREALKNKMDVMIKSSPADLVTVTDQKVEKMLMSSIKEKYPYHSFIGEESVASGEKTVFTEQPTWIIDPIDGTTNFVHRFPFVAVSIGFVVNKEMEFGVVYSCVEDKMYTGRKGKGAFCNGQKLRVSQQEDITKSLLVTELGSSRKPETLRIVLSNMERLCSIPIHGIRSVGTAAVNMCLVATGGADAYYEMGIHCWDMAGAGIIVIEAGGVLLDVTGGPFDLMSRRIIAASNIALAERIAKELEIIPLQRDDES
#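 Measured: the HTRF emission ratio (665/620 nm) plus the 620 nm donor channel, each fitted to the Hill equation to give AC50. Cells were CHO-M1 given compounds up to 46 uM and a 30 min carbachol stimulation at 37C.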
# ALOX15B inhib: inhibitors of human 15-lipoxygenase 2 (ALOX15B); Potency, µM (highest dose often 57.1 µM), for inactives: top-dose activity change, negative = inhibition, actives largely listed as inhibitors; hit rate 0.56% among 110,000; purified 15hLO-2, xylenol orange hydroperoxide absorbance; O15296; also: potency is read from the fitted curve at half-maximal effect; nearly all actives have a fitted effect of over 60% in size; many of its hits are not listed in these tables
# Target sequence (O15296 whole entry, looked up): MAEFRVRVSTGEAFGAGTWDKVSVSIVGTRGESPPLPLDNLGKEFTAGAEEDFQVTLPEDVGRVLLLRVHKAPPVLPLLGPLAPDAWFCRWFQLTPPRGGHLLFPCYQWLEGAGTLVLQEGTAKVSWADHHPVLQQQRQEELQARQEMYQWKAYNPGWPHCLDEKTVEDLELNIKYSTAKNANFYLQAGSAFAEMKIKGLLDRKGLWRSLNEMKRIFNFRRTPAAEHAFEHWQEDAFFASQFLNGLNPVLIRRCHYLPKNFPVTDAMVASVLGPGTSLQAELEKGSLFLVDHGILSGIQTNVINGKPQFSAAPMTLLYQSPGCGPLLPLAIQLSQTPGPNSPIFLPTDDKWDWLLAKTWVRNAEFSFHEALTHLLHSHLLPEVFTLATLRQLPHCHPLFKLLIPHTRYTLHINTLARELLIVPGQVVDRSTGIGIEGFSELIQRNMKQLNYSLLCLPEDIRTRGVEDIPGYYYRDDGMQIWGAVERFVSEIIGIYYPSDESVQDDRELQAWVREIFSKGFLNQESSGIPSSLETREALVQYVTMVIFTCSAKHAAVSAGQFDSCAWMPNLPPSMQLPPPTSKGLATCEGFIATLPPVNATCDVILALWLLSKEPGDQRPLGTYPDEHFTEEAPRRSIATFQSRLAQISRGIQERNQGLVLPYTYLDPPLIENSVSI
#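 Screening format was qHTS against 50 nM purified 15hLO-2 in Hepes pH 7.5 with detergent. Activity follows hydroperoxide formation from 45 uM arachidonic acid, measured as 573:405 nm absorbance ratio of the ferric-xylenol orange complex.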
# PNC assembly inh: inhibitors of perinucleolar compartment assembly. PC3M PTB-GFP, PNC prevalence imaging, 16 h; stronger effect = lower value. hit rate 3.1% among 140,000. activity change (PNC), negative = inhibition, % at 10 µM;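 active = readout at or below -70, meaning at least 70% loss of cells showing the perinucleolar compartment, a nuclear body marking cancer cells; inconclusive = readout between -30 and a set limit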;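 also: plate controls were DMSO wells for no effect and camptothecin positive control wells for full effect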
#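 PC3M cells stably expressing PTB-GFP, 750–1000 cells/well, treated 16 h at 37 °C with compound (23 nl of library stock), in duplicate. After paraformaldehyde fixation and Hoechst stain, imaged at 20x; PNC prevalence scored by image analysis.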
# ALOX12 inhib: blocks human 12-lipoxygenase activity. AID 1452. hit rate 0.12% among 150,000. purified 12-hLO, xylenol orange hydroperoxide absorbance. Potency, µM (series often up to 57.1 µM), inactives show top-dose activity change, negative = inhibition, usual class: inhibitors; also: potency is read from the fitted curve at half-maximal effect; nearly all actives have a fitted effect of over 55% in size; many of its hits are not listed in these tables
#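 Xylenol orange chromogenic assay: hydroperoxide from 12hLO oxidises Fe(II), giving red-shifted Fe(III)-XO absorbance. Conditions: 150 nM enzyme, 40 uM arachidonic acid, 25 mM Hepes pH 7.0, 0.01% Triton X-100, 30 min, room temperature.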
# Starred values were filed as active, the others as inactive; u = inconclusive; x = not tested or not shown; [ ] = dose if it differs, or a comment. Unless noted, calls follow the shape of the dose curve; as a rule, active = well fitted curve in the direction sought with a large enough effect; inconclusive = small, poorly fitted or top-dose-only effect, or another doubt; inactive = no such curve, though single readings can be large; an effect the other way counts as inactive or inconclusive. Unless noted, % is scaled to controls: 0 for no effect and ±100 for the full control effect. This is a subset (hit frequency here may not be typical).
molecule	IMPase cell inh	ALOX15B inhib	PNC assembly inh	ALOX12 inhib
COc1ccc(C(=O)N/N=C(/C)c2cccc(NC(=O)C(F)(F)F)c2)cc1	x	x	u	1%
COc1cccc(NC(=O)c2ccc(CN3CCOCC3)cc2)c1	-1	0%	12	5%
CCc1ccccc1N(C(=O)CCC(=O)Nc1cc(C)on1)C(C(=O)NC1CCCC1)c1ccco1 (stereo not given)	-2	1%	16	-8%
CO/N=C/NC(=O)NOCc1c(Cl)cccc1Cl	6	0%	13	-4%
Cn1c(=O)c2c(nc(SCC(=O)NC34CC5CC(CC(C5)C3)C4)n2C)n(C)c1=O	0	11%	-17	10%
COc1cccc(Nc2ncc3nc(CCc4ccccc4)c(=O)n(CCC#N)c3n2)c1	x	-6%	x	2%
NC(=O)c1c(NC(=O)c2ccccc2)sc2c1CCc1ccccc1-2	-2	0%	0	5%
O=C(NC1CCN(C(=S)NCc2ccco2)CC1)NC12CC3CC(CC(C3)C1)C2	5	-12%	u	-11%
CCc1ccccc1NC(=S)N1CCC(C(=O)c2ccc(F)cc2)CC1	-4	u	-8	-25%
CC(NC(=O)c1cc(-c2ccccc2)on1)c1ccccc1 (stereo not given)	3	4%	-97*	-1%
CCOC(=O)COc1cccc2c(=O)n(CC(=O)N3CCc4ccccc43)ccc12	-8	0%	-111*	0%
Cc1cc(C)cc(N(CC(=O)N2CCN(Cc3ccccc3)CC2)S(=O)(=O)c2c(C)noc2C)c1	0	5%	14	7%
CCOC(=O)N1CCN(c2c(N3CCc4ccccc43)c(=O)c2=O)CC1	1	-6%	u	12%
COc1ccc(CN2CC(C(=O)NCCc3ccccc3)CC2=O)cc1 (stereo not given)	4	-4%	6	1%
O=C(CCC(=O)Nc1ccccc1)NCCO	-4	x	30	-1%
CCCCC(=O)Nc1ccc(Br)cc1C(=O)O	2	-3%	-5	0%
CCCCCCCc1nc2c(=O)n(C)c3ccccc3c2o1	u	7%	33	5%
C/C(=N\NC(=O)c1cc2ccccc2cc1O)c1ccc2c(c1)OCO2	-4	-15%	34	-12%
COCCNC(=O)c1ccc(CN2CCc3ccccc3C2)cc1	x	x	45	-5%
COc1cccc(-n2nnnc2SCC(=O)Nc2ccc3c(c2)OCCO3)c1	-7	-2%	-19	6%
CC(C)Cn1c(-c2ccc(Br)o2)n[nH]c1=S	x	x	-24	-2%
O=C(COc1ccc2c(-c3ccccc3)cc(=O)oc2c1)NCc1cccs1	-9	x	u	-1%
CCC(=O)c1cc2c(C)cc(=O)oc2c(C)c1OC(C)=O	x	x	-29	1%
COc1ccc(OC)c(C(c2nnnn2Cc2ccccc2)N2CCC(C(N)=O)CC2)c1 (stereo not given)	0	0%	-1	-2%
CNC(=O)COc1ccc(C=O)cc1OC	x	x	u	10%
Cc1ccc(SCC(=O)NC(=O)NCc2ccco2)c(C)c1	8	-15%	28	-5%
CCn1c(CCNC(=O)c2ccccc2Cl)n[nH]c1=S	-3	-2%	-21	-7%
Cc1ccc(C(=O)c2sc3c(c2N)c(=O)[nH]c(=O)n3CCc2ccccc2)cc1	x	x	22	-1%
CC(C)COC(=S)Nc1ccccc1	0	-1%	3	4%
CC(C)c1ccccc1-n1c(SCC(=O)N2CCc3ccccc3C2)nc2ccccc2c1=O	14	x	u	-2%
Cc1ccccc1NC(=O)Nc1nc2ccc(S(C)(=O)=O)cc2s1	-5	x	43	-1%
CCCN(CC(=O)Nc1ccccc1C)C(=O)/C=C/c1cccs1	5	x	21	1%
COc1cc(NC(=O)c2ccc(Cl)cc2)c(OC)cc1Cl	7	12%	-13	-5%
CC(C)c1cc(C(=O)Nc2sc3c(c2C#N)CCC3)no1	8	-8%	7	-13%
CN1CCN(c2nc(-c3ccccc3)c3cc(Cl)ccc3n2)CC1	12	46%[activator]	u	-1%
CCN(C(N)=S)c1ccccc1	1	10%	32	2%
O=C1CC(Nc2ccc(N3CCOCC3)cc2)C(=O)N1Cc1ccccc1 (stereo not given)	3	x	-119*	u
O=C(COC(=O)CCc1ccccc1)Nc1ncc(Cl)cc1Cl	-2	-3%	4	-2%
Cc1onc(-c2c(F)cccc2Cl)c1C(=O)NCCCN1CCOCC1	-13	4%	23	0%
CCOc1ccc(C(=O)Nc2cccc(-c3nc4ccccc4[nH]3)c2C)cc1[N+](=O)[O-]	x	x	u	0%

# Random excerpt: 3 compounds from above.
molecule	IMPase cell inh	ALOX15B inhib	PNC assembly inh	ALOX12 inhib
CC(C)Cn1c(-c2ccc(Br)o2)n[nH]c1=S	x	x	-24	-2%
O=C(NC1CCN(C(=S)NCc2ccco2)CC1)NC12CC3CC(CC(C3)C1)C2	5	-12%	u	-11%
Cc1ccc(SCC(=O)NC(=O)NCc2ccco2)c(C)c1	8	-15%	28	-5%

# Other entries
molecule	IMPase cell inh	ALOX15B inhib	PNC assembly inh	ALOX12 inhib
CCCCN(C)C(=O)C(Cc1ccccc1)NS(=O)(=O)c1ccc2c(c1)c(=O)n(C)c(=O)n2C (stereo not given)	9	-1%	22	-3%
Nc1c2c(nc3ccccc13)CCC2	0	x	32	2%
Cc1sc2ncn(CC(=O)NCCCC(=O)N3CCN(c4ccccn4)CC3)c(=O)c2c1C	-4	x	u	0%
CCOC(=O)CC(=O)CSc1ncnc2c1oc1ccccc12	u	-1%	11	-7%
CCOC(=O)c1nnsc1NC(C)=O	6	-3%	2	-7%
OC(c1cccc(OCc2ccccc2)c1)c1nnc(-c2ccccc2)o1 (stereo not given)	5	-3%	u	5%
O=C(CC(c1ccccc1)c1ccccc1)Nc1ncn[nH]1	15	57%[activator]	u	17%
CC(=O)Nc1cccc(-c2nnc3n2CC(C)S3)c1 (stereo not given)	-1	1%	u	6%
CCn1cc(C(=O)N2CCCC2)c(=O)c2cc(S(=O)(=O)N3CCOCC3)ccc21	1	-3%	18	4%
COc1cc2c(=O)n(Cc3ccccc3)c(=O)n(CC(=O)NCc3ccco3)c2cc1OC	-2	-28%	-29	2%
OCC(Cc1ccccc1)NCc1ccccc1C(F)(F)F (stereo not given)	x	x	6	0%
CCOC(=O)C1=C(C)N(C)C(C)=C(C(=O)OCC)C1c1ccccc1	u	x	35	3%
O=S(=O)(NCCc1ccccn1)c1ccc(F)c(F)c1	-3	-9%	36	-4%
O=C(CSc1nnc2scc(-c3ccccc3)n12)NCC1CCCO1 (stereo not given)	-4	0%	u	0%
O=C(CON1C(=O)c2ccccc2C1=O)c1ccccc1	x	-3%[11.4 µM]	x	7%[11.4 µM]
CCOC(=O)/C(N=Nc1c(C)n(C)n(-c2ccccc2)c1=O)=C(\C)O	x	x	-8	2%
COc1nc(OC)nc(N2CCC(C(=O)NCc3cccs3)CC2)n1	-6	7%	21	8%
CC(C)c1nc2ccc(NC(=O)C3CCCCC3)cc2[nH]1	x	x	u	5%
Cc1ccccc1OCC(=O)N/N=C/c1ccc2c(c1)OCCO2	x	x	u	-1%
CCOC(=O)c1ccc(C(=O)OCC)c(NC(=S)Nc2ccc([N+](=O)[O-])cc2OC)c1	-14	x	-12	-12%
O=C(CSc1nc2ccccc2c(=O)n1Cc1ccc(F)cc1)NCc1cccs1	x	x	8	2%
CC(C)OC(=O)CSc1nnc(-c2ccc(Cl)cc2Cl)o1	-6	-4%	-22	-10%
CCCCCn1c(SCCc2ccccc2)nc2c1c(=O)[nH]c(=O)n2C	7	-7%	22	-3%
CCOc1cc(C2NC(=O)NC(c3ccccc3)=C2C(C)=O)ccc1OCC(N)=O (stereo not given)	6	12%	u	0%
CC(=O)c1sc(Nc2nc3ccc(F)cc3s2)nc1C	u	8%	38	-20%
COc1ccc(S(=O)(=O)N2CCOCC2)cc1NC(=O)CO/N=C/c1ccccc1OC(F)F	x	x	1	-1%
CCOc1cc(/C=C2\C(=O)N(Cc3ccc(C)cc3)C(C)=C2C(=O)OC)ccc1O	12	u	59	u
Cc1ccc(-c2noc(CCC(=O)NCc3ccco3)n2)cc1	-3	-19%	22	-5%
Cc1cccc(NC(=O)Nc2ccc3c(c2)N(C)C(=O)CS3)n1	10	4%	16	-1%
CCc1ccc(C(=O)COC(=O)C(Cc2ccccc2)NC(=O)c2ccc(Cl)cc2)cc1 (stereo not given)	5	-5%	5	-2%
CC(C)=C1C2C=CC1C1C(=O)N(c3ccc4c(c3)OCO4)C(=O)C21 (stereo not given)	-14	x	34	-14%
O=C(CSc1ccc2nnc(-c3ccc(Cl)cc3)n2n1)N1CCc2ccccc21	-1	-27%	u	-6%
COc1cc2c(cc1OC)C1C(=O)c3c(cc4c(c3O)C=CC(C)(C)O4)OC1CO2 (stereo not given)	x	3%	x	-4%
Cn1cnnc1SCC(=O)c1c[nH]c2ccccc12	5	-8%	u	-2%
NC(N)=N/N=C/c1cc([N+](=O)[O-])ccc1O	1	x	-115*	-7%
O=C(COC(=O)c1cccc(NC(=O)c2ccco2)c1)c1ccc(Br)cc1	7	3%	25	-6%
COc1ccc(CN2CCCCC2C)c(C)c1C (stereo not given)	-2	2%	-22	1%
C/C(=N/NC(=O)c1cc(-c2cccc([N+](=O)[O-])c2)n[nH]1)c1ccc(Cl)cc1	2	x	-29	0%
CCOCCCN(C(=O)c1ccco1)C(C(=O)NC1CCCC1)c1cccc(OC)c1OC (stereo not given)	7	3%	-12	1%
O=S(=O)(NCCc1csc(-c2ccc(C(F)(F)F)cc2)n1)c1ccc2c(c1)OCCO2	4	-17%	-23	-1%
NCC[C@H]1CCC[C@H](CCN)N1	-1	33%[activator]	x	-4%
COc1cccc(N/C(C)=C/C(=O)c2ccc(Br)cc2)c1	x	x	41	-28%
CN[C@@H](CC(C)C)C(=O)N[C@@H]1C(=O)N[C@H](CC(N)=O)C(=O)N[C@H]2C(=O)N[C@H]3C(=O)N[C@H](C(=O)N[C@H](C(=O)O)c4cc(O)cc(O)c4-c4cc3ccc4O)[C@H](O)c3ccc(c(Cl)c3)Oc3cc2cc(c3O[C@@H]2O[C@@H](CO)[C@@H](O)[C@@H](O)[C@H]2O[C@H]2C[C@](C)(N)[C@H](O)[C@H](C)O2)Oc2ccc(cc2Cl)[C@@H]1O	1	-14%	x	-8%
Cc1ccc(C2=NN(CCC(=O)NCCC(C)C)C(=O)CC2)cc1	x	x	0	-1%
COc1ccc(-c2nn3c(-c4ccc(F)cc4)nnc3s2)cc1	9	-9%	34	-9%
Cc1ccc(S(=O)(=O)CC(C)N2CCN(C3CCCCC3)CC2)cc1 (stereo not given)	12	x	u	-7%
COCCCN1C(=O)C(=O)/C(=C(/O)c2ccccc2)C1c1ccc(N(C)C)cc1 (stereo not given)	1	-2%	24	-7%
Cn1c(=O)c2c(nc(Oc3ccc(-c4ccccc4)cc3)n2C)n(C)c1=O	-8	-3%	u	11%
Cc1nnsc1C(=O)NNS(=O)(=O)c1ccccc1	-7	2%	-5	2%
O=C(CSCc1ccc(Br)cc1)N1CCOCC1	1	-4%	u	1%
Cc1nn(C(=O)c2cccnc2)c(C)c1Sc1ccc(Br)cc1	8	9%	-9	-2%
CC(C)(C)c1cc(CN2CCCCC2)cc(C(C)(C)C)c1O	0	-16%	-23	-28%
CC(NC(=O)c1ccco1)C(=O)Nc1nc(-c2ccccn2)cs1 (stereo not given)	1	44%[activator]	u	1%
N#CCCn1c(SCC(=O)NCc2ccco2)nc2ccccc21	4	2%	u	-8%
O=C(Nc1cccn2ncnc12)c1ccccc1	4	3%	u	1%
